Screens (PubChem BioAssay)
KLF5 inh – kruppel-like factor 5 inhibition; 0.23% of 290,000 active; inhibition, % at 5 µM; DLD-1 KLF5 promoter-luciferase reporter, luminescence;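 active = inhibition above a per-plate limit of that plate's mean compound inhibition plus 3 SD, cut at about 60% in these data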;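 note: 0% = DMSO wells and 100% = LY294002 at 200 µM; higher means less KLF5 promoter-driven luciferase light; inactives centre near -14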
GSK3beta inhib – blocks human GSK3beta kinase activity | P49841 | GST-GSK3beta kinase, ADP-Glo luminescence, 60 min; active compounds read low | activity score (negative = inhibition), % at 10 µM | 0.038% of 300,000 active | AID 2097;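 active = more than half of replicate wells score below -50%, meaning over 50% inhibition versus plate controls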;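 note: 0% = median DMSO wells and -100% = median GW8510 positive control wells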
Target sequence (P49841 whole entry, looked up): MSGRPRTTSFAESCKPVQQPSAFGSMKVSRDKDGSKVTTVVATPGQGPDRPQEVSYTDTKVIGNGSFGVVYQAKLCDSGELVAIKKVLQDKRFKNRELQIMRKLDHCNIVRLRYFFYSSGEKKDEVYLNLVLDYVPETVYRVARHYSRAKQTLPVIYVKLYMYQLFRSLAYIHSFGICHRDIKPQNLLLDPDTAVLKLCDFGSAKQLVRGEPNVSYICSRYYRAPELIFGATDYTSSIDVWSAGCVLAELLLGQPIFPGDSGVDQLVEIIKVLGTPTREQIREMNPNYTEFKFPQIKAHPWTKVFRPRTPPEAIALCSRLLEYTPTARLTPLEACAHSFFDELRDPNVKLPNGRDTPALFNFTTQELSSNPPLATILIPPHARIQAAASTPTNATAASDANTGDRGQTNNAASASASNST
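Test system: GST-tagged human GSK3beta kinase, cell-free; evaluation: activity score scaled between in-plate DMSO and GW8510 controls; measured by: ADP-Glo luminescence; incubation: 60 min reaction, RT; benchmarks: DMSO and 20 µM GW8510; reagent: peptide substrate plus 25 µM ATP (final); medium: Tris/MgCl2 kinase buffer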
HSP90 refold inh – inhibitors of HSP90 luciferase refolding in rabbit reticulocyte lysate. 0.91% of 290,000 active. luciferase refolding luminescence, 3 h. inhibition, % at 5.6 µM;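 active = inhibition above the screen-wide mean plus 3 SD, computed separately per campaign, cut at about 16% in these data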;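 note: 0% = DMSO wells and 100% = 60 µM geldanamycin wells; inhibitors lower the luminescence because luciferase stays unfolded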
HSF1 inhib – HSF1 inhibition. NIH3T3-HGL HSE-luciferase, MG132-induced, luminescence 8 h; active compounds read low. activity change, negative = inhibition, % at 7.5 µM (by protocol). 0.77% of 300,000 active. AID 2098;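 active = more than half of replicate wells show activity change below -50%, luminescence cut by over half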;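 note: luciferase reports HSF-1 transcriptional activity via heat shock element; 0% = median of DMSO wells and -100% = zero luminescence signal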
IEC-6 tox – kills IEC-6 intestinal cells in KLF5 counter-screen; IEC-6 cytotoxicity, luminescence viability; inhibition, % at 5 µM; 0.78% of 290,000 active; in the data active = inhibition above about 22%;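 note: 0% = plate median of test compound wells and 100% = cytotoxic reference compound wells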
Platelet DG rel – modulates dense granule release in human platelets. human platelet-rich plasma, SFLLRN dense granule ATP release, luminescence. inhibition, %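 (compounds screened at 7.5 µM in platelet-rich plasma)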. 0.22% of 300,000 active. AID 1663;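 active = mean replicate score, as percent of positive control, at or above 50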
aSyn 5UTR inh – MLPCN primary screen, SNCA 5' untranslated region; 0.82% of 300,000 active; alpha-synuclein 5'UTR reporter, inhibitor activity; AID 1813; inhibition, % (tested at 7.5 µM); in the data active = inhibition above about 60%;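 note: H4 neuroglioblastoma cells stably carrying SNCA 5'UTR luciferase fusion; 0% = DMSO wells and 100% = positive control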
HSF-1 act – increases HSF-1 driven luciferase reporter signal; activation, % at 9 µM; 1.7% of 300,000 active; NIH3T3-HGL HSF-1 luciferase reporter, MG132, 8 h; 100% = twice DMSO control signal; AID 504408;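 active = mean replicate activation of at least 50% with a set share of replicates each reaching 50%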;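 note: 0% = median of the neutral control wells and 100% = twice that signal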
GSK3 alpha inh – human GSK-3 alpha kinase inhibition; P49840; ADP-Glo luminescence, 60 min; inhibition, % at 10 µM; 0.1% of 320,000 active; AID 2650;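 in the data active = inhibition above about 50%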;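 note: GST-tagged GSK-3 alpha with peptide substrate and 25 µM ATP; 0% = DMSO neutral wells and 100% = GW8510 positive control wells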
Target sequence (P49840 whole entry, looked up): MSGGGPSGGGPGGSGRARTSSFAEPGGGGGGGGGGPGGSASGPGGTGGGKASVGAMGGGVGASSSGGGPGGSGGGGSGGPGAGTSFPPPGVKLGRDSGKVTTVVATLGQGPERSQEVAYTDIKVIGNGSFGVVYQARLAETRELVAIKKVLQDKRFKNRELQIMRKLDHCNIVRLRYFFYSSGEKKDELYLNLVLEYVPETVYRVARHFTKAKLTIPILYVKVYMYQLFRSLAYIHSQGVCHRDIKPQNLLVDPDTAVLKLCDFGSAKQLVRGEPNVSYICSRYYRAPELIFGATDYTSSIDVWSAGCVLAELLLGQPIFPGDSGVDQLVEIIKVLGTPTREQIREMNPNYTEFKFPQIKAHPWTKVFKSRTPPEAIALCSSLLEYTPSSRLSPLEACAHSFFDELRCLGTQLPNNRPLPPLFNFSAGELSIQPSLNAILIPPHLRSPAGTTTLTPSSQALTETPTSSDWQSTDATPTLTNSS
DYRK1A inh – blocks rat Dyrk1A kinase activity | ADP-Glo luminescence, NFATc1 peptide | AID 504441 | 0.43% of 310,000 active | inhibition, % at 12.5 µM; in the data active = inhibition above about 50%;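 note: plate controls were vehicle with enzyme for no effect and no enzyme for full effect; many of its hits are not listed in these tables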
* hit, by the source's call; · = not tested or not shown. Only part of the results is shown (hit frequency here may not be typical).

SMILES	KLF5 inh	GSK3beta inhib	HSP90 refold inh	HSF1 inhib	IEC-6 tox	Platelet DG rel	aSyn 5UTR inh	HSF-1 act	GSK3 alpha inh	DYRK1A inh
Cn1c(O)c(/C=N/NC(=O)c2cc3ccccc3cc2O)c2ccccc21	-102	0	-2	9	13	3	-84	9	0	2
Cc1cc(-c2nnc(-c3cccc(Cl)c3)o2)no1	-55	-2	-2	20	-1	-3	-171	25	-1	0
CCCCCc1nnc(NC(=O)C(=O)OCC)s1	4	4	6	-1	5	-5	-6	3	1	-5
N/C(=N\OC(=O)COc1ccccc1)c1ccccn1	-117	2	-5	9	-1	8	-69	33	-3	-71
CN(Cc1ccccc1)C(=O)COC(=O)Cn1cnc2ccccc21	-10	3	1	-4	-4	15	-5	-8	-9	6
Cc1ccc(Cc2cnc(NC(=O)/C(C#N)=C/c3ccc(-c4cccc([N+](=O)[O-])c4)o3)s2)cc1	-28	-7	0	-4	0	-7	-33	-6	1	1
O=c1[nH]c2cccnc2c2ccsc12	-1	3	1	-7	7	20	12	-1	2	20
CC(C)(O)C1=NOC(c2ccccc2)C1 (stereo unspecified)	-24	1	-1	-2	0	-8	-15	0	-4	6
COc1ccc(/C=c2/sc3nc(-c4ccccc4)c(-c4ccccc4)n3c2=O)cc1	4	-1	4	-11	0	-8	-43	-11	-3	44
CCOC(=O)C1(Cc2cccc(OC)c2)CCN(C/C=C/c2ccc(OC)cc2)CC1	-4	1	-1	4	2	-1	-12	10	-1	1
Cc1cc(C)n2nc(SCc3ccccc3)nc2n1	-17	-5	2	7	0	5	-15	8	-1	-1
CC(=O)C1=C(O)C(=O)N(c2nnn(C)n2)C1c1cccs1 (stereo unspecified)	12	3	1	-1	-2	1	-6	-5	-3	3
O=C(O)c1ccc(/C=N/NC(=O)c2cc3c(ccc4ccccc43)o2)cc1	-16	3	-2	0	5	2	-7	-8	1	7
CCN1CCCC1CNC(=O)c1cc2c(OC)c(OC)c(OC)cc2[nH]1 (stereo unspecified)	-12	0	4	-11	-7	-12	-14	2	-1	-4
CCOC(=O)CNC(=O)CSc1nnc(-c2ccncc2)n1-c1ccc(Cl)cc1	0	11	0	-2	-3	-1	9	3	0	-1
C/C(CCc1ccccc1)=N\NC(=O)c1ccccc1[N+](=O)[O-]	-3	-3	-1	-1	-6	2	6	-20	-2	-6
Cc1nc(Nc2ccccc2)sc1C(=O)c1ccccc1	-66	-15	-1	6	-4	-20	-68	35	6	-5
Cc1cc(Nc2ccccc2O)c2ccccc2n1	7	-1	-4	-13	0	0	-1	-5	-1	1
CC1CN(S(=O)(=O)c2ccc(C(=O)Nc3nnc(-c4ccccn4)o3)cc2)CC(C)O1 (stereo unspecified)	-11	4	-2	-7	-8	-3	-11	-1	-4	2
O=C(C1=C[C@H](c2ccc(Br)cc2)C[C@H](OCc2ccc(CO)cc2)O1)N1CCN(Cc2ccc3c(c2)OCO3)CC1	-8	-3	13	-28	-4	0	31	-43	-3	4
CCCc1ccc(-c2cc(NC(=O)CSc3nnc(N)s3)n(-c3ccccc3)n2)cc1	-108	-1	-2	39	-12	6	-146	61*	1	1
COCCCNC(=O)c1c(F)c(F)c(F)c(F)c1F	-36	-13	3	-8	2	0	2	-6	-5	15
CCCCCCCCCCSc1n[nH]c(NC(C)=O)n1	-28	2	2	-12	1	-1	8	-31	-3	-1
COc1ccc(N(C(=O)c2ccc(C)cc2)S(=O)(=O)c2cccs2)cc1	-2	-1	5	15	-2	-6	6	36	-3	-4
Cc1sc2ncnc(N/N=C/c3ccc(O)cc3)c2c1C	-16	4	-2	-3	1	-5	-64	-19	6	12

(continued)
SMILES	KLF5 inh	GSK3beta inhib	HSP90 refold inh	HSF1 inhib	IEC-6 tox	Platelet DG rel	aSyn 5UTR inh	HSF-1 act	GSK3 alpha inh	DYRK1A inh
CC(=O)N(CCCc1ccc(C(C)(C)C)cc1)CCCN(C)C	-32	3	-4	8	-2	5	-9	4	-4	1
Cc1cccc(CC(=O)Nc2sc(C(C)C)cc2C(=O)N2CCOCC2)c1	-16	-6	-2	0	-6	-5	10	3	-5	1
CC(=O)c1ccc(NC(=O)CN2C(=O)COc3ccc(S(=O)(=O)N4CCCC4)cc32)cc1	-30	1	-3	-7	-4	3	-6	-2	1	5
CCCCn1nnnc1SCC(=O)N1CCCC1	-11	-3	-1	-6	3	6	-1	-4	0	-2
O=C1CN(C(=O)N[C@@H](Cc2ccccc2)C(=O)N[C@@H](C(=O)O)c2ccccc2)c2ccccc2N1	-40	0	0	-4	-2	-3	2	-17	-4	-3
Cc1cc(C)cc(OCc2nnc(N)s2)c1	-12	3	-2	8	4	0	16	17	0	-4
O=C(Cn1c(=S)[nH]c2ccccc2c1=O)N1CCc2ccccc2C1	7	-2	-4	0	2	7	-15	12	-5	-2
O=C(/C=C/c1cccc(Cl)c1)OCc1cn2cc(Cl)ccc2n1	-28	-1	-3	-3	0	0	10	8	0	-2
COc1cccc(N2CCN(C(=O)Nc3ccc4c(c3)NC(=O)CO4)CC2)c1	14	-1	-5	2	-3	11	-19	0	1	6
COc1ccc(CCNC(=O)C2=COCCO2)cc1	-19	0	-1	0	5	7	-22	-16	-4	8
CCCOc1ccc(C(=O)NC(=S)Nc2nc(C)c(C(=O)N(C)C)s2)cc1	-31	0	-1	-5	0	6	-1	5	-6	2
COc1ccc(/C=N/OCC(=O)N2CC3(C)CC2CC(C)(C)C3)cc1 (stereo unspecified)	4	1	1	-4	-4	-3	19	14	-4	-28
COc1ccc(-c2ccc(C#N)c(SCC(=O)NCc3ccco3)n2)cc1OC	0	-1	-1	-7	-5	2	30	2	-5	2
COCc1cc(=O)[nH]c(/N=C(\N)Nc2cccc(C)c2)n1	6	4	-4	-7	6	6	11	-12	-3	5
CC(=O)N[C@@H](Cc1ccc(OC(F)(F)F)cc1)C(=O)O	-22	-1	-1	-5	0	1	-17	6	-1	·
CCOC(=O)Nc1ccc2c(c1)N(CCCN(C)C)c1ccccc1CC2	-27	-2	-6	6	-2	8	-2	13	2	4
COc1cc(NC(=O)COc2ccc(C)c(C)c2)ccc1NC(=O)c1ccco1	-29	1	4	10	0	10	-3	21	-3	-1
CCn1c(=O)c(C(=O)NNC(=O)c2ccccc2Cl)c(O)c2ccccc21	-6	-3	2	0	8	18	-12	10	-2	-6
CCc1nonc1NC(=O)c1oc2cc(C)c(C)cc2c1C	-68	5	-5	12	-11	-2	-127	28	0	-1
CN1C(=O)NC(c2ccccc2)C2=C1CN(c1ccc3ccccc3c1)C2=O (stereo unspecified)	5	-1	3	5	2	-41	11	1	-6	0
CC1CCC(C(C)C)C(OC(=O)COC(=O)c2ccc(=O)[nH]c2)C1 (stereo unspecified)	-7	-2	3	1	-3	1	17	-7	-31	2
O=C(NCCCO)c1ccc2[nH]c3ccccc3c2c1	7	3	-1	11	3	8	-25	5	-2	7
CCCOc1ccc(C(=O)NNC(=O)CCNC(=O)c2ccco2)cc1OC	·	-2	·	-2	·	-10	-6	-1	-1	-1
Cc1ccc(NC(=O)CCC(=O)OCC(=O)c2ccc(Oc3ccc([N+](=O)[O-])cc3)cc2)cc1	-34	1	-4	3	-5	0	5	15	·	0
Cc1ccc(C(=O)c2c(NC(=O)CSc3nnc(N)s3)sc3c2CCCC3)cc1	5	0	15	0	6	-7	11	48	1	1

4 entries out of the list above, arranged by the number in HSP90 refold inh, falling:
SMILES | HSP90 refold inh
COCCCNC(=O)c1c(F)c(F)c(F)c(F)c1F | 3
CCCOc1ccc(C(=O)NC(=S)Nc2nc(C)c(C(=O)N(C)C)s2)cc1 | -1
Cc1cc(C)cc(OCc2nnc(N)s2)c1 | -2
CCc1nonc1NC(=O)c1oc2cc(C)c(C)cc2c1C | -5

Following part:
SMILES	KLF5 inh	GSK3beta inhib	HSP90 refold inh	HSF1 inhib	IEC-6 tox	Platelet DG rel	aSyn 5UTR inh	HSF-1 act	GSK3 alpha inh	DYRK1A inh
CCCN1CN(Cc2ccccc2)CNC1=S	-8	-2	-5	-4	-6	-31	-14	-3	0	-7
Cc1cc(C)c2nc(C(F)(F)F)nc(N3CCN(C(=O)c4ccco4)CC3)c2c1	-8	2	3	7	-3	2	17	14	-1	1
CCCCn1c(=N)n(CC(=O)c2ccc([N+](=O)[O-])cc2)c2ccccc21	24	-3	-1	-4	3	0	10	-5	1	·
CCN(Cc1ccccc1)S(=O)(=O)c1nc2nc(C)c(C)c(C)n2n1	13	-1	-1	-8	-6	-2	4	-6	-4	-4
CCOC(=O)c1[nH]c2ccc(C)cc2c1NC(=O)CN1CCCCC1	-15	1	-5	-5	-2	11	-5	-3	-2	0
CCC(=O)n1nc(-c2cccnc2)nc1NCc1ccc(F)cc1	-49	-1	-2	1	-3	13	-26	7	1	3
O=S(=O)(c1ccccc1)c1nc(-c2cccs2)oc1NCC1CCCO1 (stereo unspecified)	-18	2	-1	-5	0	4	4	4	-1	12
CC(C)N1C/C(=C/c2ccsc2)C(=O)/C(=C/c2ccsc2)C1	-8	1	-3	4	3	-1	-49	20	6	-5
CN(C)CCNc1oc(COc2cccc(Cl)c2)nc1C#N	-11	-4	-2	-6	-3	12	1	-1	4	2
COC(=O)C1CCN(C(=O)[C@H](C)NC(=O)C2CC(=O)N(c3ccc(F)cc3)C2)CC1 (stereo partly specified)	-27	-1	-7	-3	0	0	9	-16	-4	-1
O=C(CNS(=O)(=O)c1ccc(Br)s1)Nc1ccc2c(c1)OCCO2	4	0	-1	-11	-12	-2	-55	4	·	3
CC(C)CN(C(=O)c1cc(Cl)nc2ccccc12)c1c(N)n(Cc2ccccc2)c(=O)[nH]c1=O	·	-7	·	1	·	14	10	-6	-2	-2
COc1ccc(C2(C(=O)Nc3ccc(C)c(C)c3)CCOCC2)cc1	-17	2	0	-8	-3	3	28	3	-2	-1
CSc1ncccc1C(=O)NCC1CCCCC1	-13	2	3	1	-2	2	-9	-1	-2	0
CC1Cc2ccccc2N1C(=O)COC(=O)c1ccccc1NCCO (stereo unspecified)	·	-9	·	-2	·	-6	-13	3	-1	7
O=C(NCc1cccc(C(F)(F)F)c1)c1cc(Cl)ccc1Cl	-2	-2	-2	3	-4	-2	-7	7	-2	-1
CCc1ccccc1N=C1SCC(=O)N1C	2	1	2	-3	1	4	27	-3	2	-5
CC(=O)NNc1nc(-c2ccc(NC(C)=O)cc2)cs1	-37	-2	7	-6	3	8	-13	1	-2	3
CSCCC(NS(=O)(=O)c1ccc(C)cc1)C(=O)NNC(=O)c1csc(N2CCOCC2)n1 (stereo unspecified)	-6	-3	-5	3	-2	2	-4	3	·	8
CCOC(=O)COc1cccc2c(=O)n(CC(=O)N3CCCc4ccccc43)ccc12	-15	-2	-2	4	-1	-3	4	18	-1	2
Cc1cc(C)c(-c2cc(NC(=O)COC(=O)c3ccc(C#N)cc3)n(-c3ccccc3)n2)cc1C	11	1	0	3	-10	-3	-9	6	-3	-5
Cc1cccc2c(=O)cc(C)n(Cc3ccccc3)c12	-16	4	-2	0	5	-54	9	-3	-1	14
COc1ccc(Cc2nnc(SCC(=O)Nc3ccccc3)[nH]c2=O)cc1	·	4	·	11	·	-7	-6	21	·	·

2 compounds from above, reduced to HSP90 refold inh.
canonical_smiles	HSP90 refold inh
CCCCCc1nnc(NC(=O)C(=O)OCC)s1	6
COc1ccc(CCNC(=O)C2=COCCO2)cc1	-1
